Screening data as filed in PubChem.
Dicer inh: inhibitors of human Dicer processing of pre-microRNA. Q9UPY3. cat-ELCCA pre-miR-21 Dicer processing, chemiluminescence; hits give high values. z-score at 25 µM. 47,000 compounds, 6% hits. AID 1347074; in the data active means z-score above about 3, passing the limit was not always enough;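 further: plate controls were vehicle for no effect and no enzyme for full effect; higher signal means more uncleaved substrate so more Dicer inhibition; strong numbers were not always called active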
Target sequence (Q9UPY3 whole entry, looked up): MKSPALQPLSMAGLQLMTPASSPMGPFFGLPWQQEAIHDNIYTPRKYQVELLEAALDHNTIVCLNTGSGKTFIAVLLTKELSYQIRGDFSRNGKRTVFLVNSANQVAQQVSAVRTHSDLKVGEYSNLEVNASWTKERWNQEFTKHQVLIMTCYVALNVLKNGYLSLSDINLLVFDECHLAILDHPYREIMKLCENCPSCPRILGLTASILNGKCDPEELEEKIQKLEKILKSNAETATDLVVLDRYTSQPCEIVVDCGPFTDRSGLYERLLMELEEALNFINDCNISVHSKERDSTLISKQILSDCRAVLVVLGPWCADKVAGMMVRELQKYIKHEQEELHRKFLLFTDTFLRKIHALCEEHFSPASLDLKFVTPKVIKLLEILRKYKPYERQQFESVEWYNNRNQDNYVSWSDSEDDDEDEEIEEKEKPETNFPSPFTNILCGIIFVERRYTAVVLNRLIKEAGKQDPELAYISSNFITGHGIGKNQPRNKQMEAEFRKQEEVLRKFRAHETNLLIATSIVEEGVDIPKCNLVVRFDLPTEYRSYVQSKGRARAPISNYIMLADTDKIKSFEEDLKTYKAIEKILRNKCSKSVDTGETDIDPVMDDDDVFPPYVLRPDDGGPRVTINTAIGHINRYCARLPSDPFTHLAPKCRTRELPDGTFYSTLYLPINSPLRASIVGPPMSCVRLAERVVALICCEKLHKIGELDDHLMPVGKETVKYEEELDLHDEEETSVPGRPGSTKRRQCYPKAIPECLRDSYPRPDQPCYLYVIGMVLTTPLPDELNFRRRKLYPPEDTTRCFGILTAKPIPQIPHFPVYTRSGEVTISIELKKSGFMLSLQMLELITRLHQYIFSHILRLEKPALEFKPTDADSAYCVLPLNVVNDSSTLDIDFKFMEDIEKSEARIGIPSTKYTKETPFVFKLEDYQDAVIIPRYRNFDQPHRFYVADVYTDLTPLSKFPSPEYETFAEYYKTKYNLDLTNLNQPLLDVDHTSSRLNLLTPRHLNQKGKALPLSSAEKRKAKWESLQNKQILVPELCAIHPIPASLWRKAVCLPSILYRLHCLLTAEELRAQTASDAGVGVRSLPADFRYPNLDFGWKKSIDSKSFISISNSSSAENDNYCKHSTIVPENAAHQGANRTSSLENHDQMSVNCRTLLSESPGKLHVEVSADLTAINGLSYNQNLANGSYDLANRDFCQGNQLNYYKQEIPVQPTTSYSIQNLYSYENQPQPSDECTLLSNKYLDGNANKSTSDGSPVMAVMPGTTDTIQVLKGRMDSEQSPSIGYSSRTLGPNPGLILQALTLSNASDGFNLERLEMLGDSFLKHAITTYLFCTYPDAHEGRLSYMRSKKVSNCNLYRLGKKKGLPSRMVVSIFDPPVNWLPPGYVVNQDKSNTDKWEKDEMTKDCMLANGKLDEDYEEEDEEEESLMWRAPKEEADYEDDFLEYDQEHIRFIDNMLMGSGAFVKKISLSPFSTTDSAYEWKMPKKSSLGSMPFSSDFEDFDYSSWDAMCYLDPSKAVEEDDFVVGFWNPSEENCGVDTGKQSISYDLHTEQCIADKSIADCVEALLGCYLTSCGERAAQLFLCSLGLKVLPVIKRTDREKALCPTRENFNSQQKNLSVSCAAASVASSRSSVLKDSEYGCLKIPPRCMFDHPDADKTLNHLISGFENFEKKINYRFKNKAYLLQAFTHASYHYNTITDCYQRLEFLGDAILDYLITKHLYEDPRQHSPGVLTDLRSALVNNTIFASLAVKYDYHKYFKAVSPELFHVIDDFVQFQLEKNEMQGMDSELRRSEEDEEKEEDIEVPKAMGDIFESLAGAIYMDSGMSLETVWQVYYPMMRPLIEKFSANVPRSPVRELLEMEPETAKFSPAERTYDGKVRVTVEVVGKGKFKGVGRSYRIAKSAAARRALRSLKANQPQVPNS
Numbers without * were called inactive.

Structure	Dicer inh
CCCCCn1c(SCC(=O)Nc2ccc(C(C)C)cc2)n[nH]c1=O	1.66
Cc1c(S(=O)(=O)c2ccc(Cl)cc2)csc1C(=O)NC1CCN(Cc2ccccc2)CC1	1.65
Cc1cccc(-c2noc(-c3ccc(C)cc3Cl)n2)c1	2.95
COc1cc(C2Nc3nonc3NC3=C2C(=O)CC(C)(C)C3)cc(Br)c1O (configuration not stated)	2.17
O=c1oc2ccccc2n1CC(O)Cn1c(=O)oc2ccccc21	1.76
CCCCN1CC(C(=O)OCC)=C(O)C1=O	-0.89
CC(C)Cc1ccc(-c2cc(-c3ccc(Cl)cc3)c(C#N)c(=O)[nH]2)cc1	-2.47
COc1ccc(OC)c(CCC(=O)O)c1	14.6
CCOC(=O)c1cnc(=O)[nH]c1C(F)(F)F	-2.76
CNC(=O)CC1Sc2ccccc2NC1=O (configuration not stated)	0.63
CSc1sc(C(=O)O)c(N)c1S(=O)(=O)C(C)C	-1.32
CCOC(=O)c1oc(C(=O)OCC)c(O)c1O	-2.55
N#CCSc1nnc2c(n1)[nH]c1ccccc12	-0.01
O=c1oc2ccc(NS(=O)(=O)c3ccc(F)cc3)cc2s1	4.91*
CN(C)/C=C/C(=O)c1nn(-c2ccc(F)cc2)ccc1=O	0.52
c1cnc2sc(-n3cccc3)nc2c1	0.85
COc1ccc(C2C3=C(OC(C)=O)c4ccccc4C3=Nc3c2c(=O)n(C)c(=O)n3C)cc1 (configuration not stated)	1.48
CCOC(=O)Cc1csc(NC(=O)CCC(=O)O)n1	-0.87
COc1ccc(OC)c(C2C(C(=O)OC3CCCC3)=C(C)NC3=C2C(=O)CC(c2cccs2)C3)c1 (configuration not stated)	1.6
CN(C)S(=O)(=O)c1ccc2c(c1)C(=O)c1cc(S(=O)(=O)N(C)C)ccc1-2	0.32
CC(C)(C)C1CCC(OC(=O)Cn2cnc([N+](=O)[O-])n2)CC1 (configuration not stated)	3.09*
Cc1cc2n(n1)C(c1ccc3c(c1)OCO3)Nc1ccccc1-2 (configuration not stated)	0.32
N#Cc1c(N)nc2c(c1-c1ccco1)CCCC2	-1.18
Cc1ccc(NC(=O)CSc2nnnn2-c2ccccc2)cc1C#N	1.53
CCOC(=O)c1c(NC(=O)COc2cccc(Br)c2)sc(C)c1C	0.1
CC(C)n1c(/C=C/[C@H](O)C[C@H](O)CC(=O)O)c(-c2ccc(F)cc2)c2ccccc21	-0.68
NNC(=O)C(O)(c1ccccc1)c1ccccc1	0.67
CN(C(=O)Nc1cc(Cl)cc(Cl)c1)C1CCCCC1	-0.7
CC(NC(=O)c1nn2c(c1Br)NC(c1cccs1)CC2C(F)(F)F)c1ccccc1 (configuration not stated)	1.75
CC(C)Cn1c(C(C)O)nc2ccccc21 (configuration not stated)	-0.35

4 of these compounds, reformatted.
Cc1ccc(NC(=O)CSc2nnnn2-c2ccccc2)cc1C#N
  Dicer inh: 1.53

CCOC(=O)c1c(NC(=O)COc2cccc(Br)c2)sc(C)c1C
  Dicer inh: 0.1

CC(C)n1c(/C=C/[C@H](O)C[C@H](O)CC(=O)O)c(-c2ccc(F)cc2)c2ccccc21
  Dicer inh: -0.68

NNC(=O)C(O)(c1ccccc1)c1ccccc1
  Dicer inh: 0.67

(more compounds)
Structure	Dicer inh
COc1cc2[nH]c(Nc3ccc(Cl)cc3)c([N+](=O)[O-])c2cc1OC	0.7
COCCCNc1nc(-c2ccccc2)cs1	1.18
C=CCOC(=O)C1=C(C)N=C2SCCC(=O)N2C1c1ccc(OC)cc1 (configuration not stated)	0.02
CC(NC(=O)c1nn2c(c1Cl)NC(c1ccccc1)CC2C(F)(F)F)c1ccccc1 (configuration not stated)	-0.69
CCOC(=O)C1=C(CC(=O)Nc2ccc(OC)cc2)C(=O)N(c2ccc(F)cc2)C1C (configuration not stated)	-0.32
C=CCOc1cc(=O)[nH]c2ccccc12	4.68*
Cc1ccc(C2CC(C(F)(F)F)n3nc(C(=O)N(C)Cc4c(C)nn(C)c4C)cc3N2)cc1 (configuration not stated)	0.02
C=CCN(C(=O)c1ccccc1Cl)c1ccccc1C(=O)NCC(=O)OCC	-0.79
COC(=O)C1=C(C)Nc2nc3ccccc3n2C1c1cccnc1 (configuration not stated)	1.72
COC(=O)COc1c(C)[nH]ccc1=O	-2.69
COc1ccc(OC/C(N)=N/OC(=O)CO/N=C(\C)c2ccc(Cl)cc2)cc1	-4.29
O=C(O)c1ccc(-c2ccccc2F)o1	-0.27
CCOC(=O)c1nc(Nc2cccc(O)c2)c2ccccc2n1	0.52
CCOC(=O)c1cc2cc([N+](=O)[O-])ccc2[nH]1	1.76
CCc1nc2c(cnn2-c2ccccc2)c(=O)[nH]1	0.56
FC(F)(F)c1ccc(CSc2ncc(-c3ccc(Cl)cc3)o2)cc1	0.01
COC(=O)c1cnc(SCc2ccc(C(C)(C)C)cc2)nc1N	-0.11
C=CCn1cnc2c(sc3nc(C)cc(C)c32)c1=O	1.31
N#C/C(=C\Nc1cc(C(F)(F)F)cc(C(F)(F)F)c1)C(=O)Nc1ccc(F)c(Cl)c1	-0.31
COc1ccc(-n2cccc2)c(NC(=S)Nc2cccc(Cl)c2C)c1	1.27
CC1(C)Cc2c(c(N3CCOCC3)nc3sc4c(=O)n(-c5ccc(Cl)cc5)cnc4c23)CO1	0.66
COC(=O)CC1Oc2ccc(F)cc2-n2cc(-c3ccc(Cl)cc3)nc21 (configuration not stated)	1.89
CCCc1nc(N)c(C#N)c(-c2ccccc2OC)c1CC	-0.8
Cc1cc(-c2c(C(=O)N3CCCCC3)c(C)nn2-c2cccc(C(F)(F)F)c2)no1	1.09
O=C(Nc1ccccc1Cl)N1CCN(c2ccccn2)CC1	1.1
CC(C)(C)C1CCc2oc3ccc(NS(=O)(=O)c4ccc(C(=O)O)cc4)cc3c2C1 (configuration not stated)	4.15*
Cc1nn(C(=O)Nc2cccc(Cl)c2)c(C)c1Cc1csc2ccc(Cl)cc12	0.71
CCCCc1ccc(NC(=O)NCCN2CCNC2=O)cc1	-1.62
O=C1CN(c2ccccc2)C(=O)N1c1ccccc1	-0.15
CC(NC1CCS(=O)(=O)C1)C(=O)O (configuration not stated)	0.92

By substructure, the entries above with a nitro group on carbon.
Structure	Dicer inh
CC(C)(C)C1CCC(OC(=O)Cn2cnc([N+](=O)[O-])n2)CC1 (configuration not stated)	3.09*
COc1cc2[nH]c(Nc3ccc(Cl)cc3)c([N+](=O)[O-])c2cc1OC	0.7
CCOC(=O)c1cc2cc([N+](=O)[O-])ccc2[nH]1	1.76

(cont.)
Structure	Dicer inh
COc1ccc2c(c1)Cc1sc(NC(=O)c3ccc(OC)c(Br)c3)nc1-2	-3.74
CC1=NN(c2cccc(S(N)(=O)=O)c2)C(=O)C1	-7.4
CN(CCCOc1ccc(Cc2ccccc2)cc1)CCC(=O)O	0.18
COc1ccc(CCNC(=O)NC(C)(C)C)cc1OC	1.17
O=c1c2c(nc3cc(-c4ccco4)[nH]n13)CSC2	2.52
CCOC(=O)C1CSC(CC(=O)Nc2ccccc2)C(=O)N1 (configuration not stated)	0.7
CC(C)(C)c1ccc(NC(=O)Oc2ccccc2N2CCOCC2)cc1	-0.14
COCCOC(=O)C1=C(C)NC2=C(C(=O)CC(c3cccs3)C2)C1c1ccc(O)cc1 (configuration not stated)	3.04*
CCOC(=O)C(c1ccccc1)C(Nc1ccc(F)cc1)c1ccccn1 (configuration not stated)	1.27
COc1ccc(Br)c(OC)c1C(=O)NC(=O)Nc1nc(C)cc(C)n1	-0.62
CC(C)c1ccc(NC(=O)CSC2=C(C#N)C(c3cccs3)C3=C(CC(C)(C)CC3=O)N2)cc1 (configuration not stated)	-0.28
COc1cc2cc(OS(=O)(=O)c3cc([N+](=O)[O-])ccc3C)nc(C)c2cc1OC	0.88
CCC(=O)Nc1nn(C)c2cccc(F)c12	-0.58
Cc1ccc(S(=O)(=O)Nc2ccc(C)cc2NS(=O)(=O)c2cccc(C(F)(F)F)c2)cc1	3.61
COc1ccc(C(=O)C(OC(=O)c2ccncc2)c2ccccc2)cc1 (configuration not stated)	-0.15
Cn1c(=O)n(CC(=O)O)c(=O)c2c1nc1n2CCN1c1ccccc1	-0.92
CCc1ccc2c(c1)[C@H]1OCC[C@H]1[C@@H](c1cccs1)N2	0.47
CC(C)NC(=O)c1scc(S(C)(=O)=O)c1Cl	0.61
Cc1nnc(SCC(=O)N2CCN(S(=O)(=O)c3ccccc3)C2)s1	0.38
CC(Sc1nc2c(N)ncnc2n1Cc1ccccc1)C(=O)O (configuration not stated)	-0.84
COc1ccc(CN2CCN(Cc3ccccc3Br)CC2)c(OC)c1	-0.01
OCCSc1ccc2nnc(-c3ccccc3)n2n1	-0.3
CC1CCN(C(=O)N2c3ccccc3Sc3ccccc32)CC1	-0.44
O=c1[nH]c(SCc2cccc(F)c2)nc2ccccc12	1.51
CS/C(N)=N/N=C/c1c(Cl)cccc1Cl	0.62
COCCOC(=O)C1=C(C)NC2=C(C(=O)CC(C)(C)C2)C1c1ccc(Cl)cc1 (configuration not stated)	-1.08
CS(=O)(=NS(=O)(=O)c1ccccc1Cl)c1ccc(C(F)(F)F)cn1 (configuration not stated)	-1.39
Cc1cc(/C(N)=N/OC(=O)c2ccccc2)c(-c2ccccc2)o1	-0.45
CCOC(=O)C(=CNc1ccc(OC)c(C(=O)OC)c1OC)C(=O)OCC	-1.02
O=c1[nH]nc(Sc2ncc(Br)cc2[N+](=O)[O-])n1-c1ccccc1	-1.3
CCOc1ccc2[nH]c(C)cc(=O)c2c1	-0.62
C=CCn1c(NC(=O)C2CCCCC2)nc2ccccc21	-1.54
CCn1c(/C=C/c2ccc3c(c2)OCO3)nc2ccccc2c1=O	5.12*
CCCCN1C(=O)C2(/C(=C(/O)c3ccc(C)c(F)c3)C(=O)C(=O)N2CCCOC)c2ccccc21 (configuration not stated)	1.69
O=C1CSc2nnc(-c3ccccc3)n21	0.45
CCCN(C)S(=O)(=O)c1cccc2c(N)cccc12	-1.17
CCC12CN3CC(CC)(CN(C1)C3c1ccc(F)cc1)C2=O (configuration not stated)	0.14
CSc1cccc(N=Cc2cc(Cl)cc(Cl)c2OS(=O)(=O)c2ccc(C)cc2)c1	2.14
CSc1nc2ccccc2n1CCOc1ccccc1	-1.85
COc1cc(C=NCCNc2ncnc3scc(-c4ccccc4)c23)ccc1O	-0.68
Cc1ccc(Sc2ncccc2[N+](=O)[O-])cc1	0.33
CSC1=N/C(=C/c2cccnc2)C(=O)N1CCOc1ccccc1Cl	1.06
CSC1=N/C(=C\c2ccccc2C)C(=O)S1	0.53
CCC/C(O)=c1\c(=O)nc2ccc(Cl)c3c2=c1c1ccccc1c3=O	-0.45
COCCOC(=O)c1c(C)oc2ccc(NS(=O)(=O)c3ccc(F)cc3)cc12	0.16
COC(=O)C(C)SCC(=O)Nc1c(C)cccc1C (configuration not stated)	0.14
CCOC(=O)/C(C)=N/Nc1ccc(C(F)(F)F)cc1	-0.85
CCC(=O)Oc1ccc2oc(C)c(C(=O)OCCOC)c2c1	1.62
CCOC(=O)C1=C(C)N=C2SCCC(=O)N2C1c1ccc(C(=O)OC)cc1 (configuration not stated)	-0.51
CSC(SC)=C(C#N)S(C)(=O)=O	-0.76
Cc1ccc2nc(-c3ccccc3)cc(C(=O)O)c2c1	0.05
O=C(O)Cn1c(SCCOc2ccc(Cl)cc2)nc2ccccc21	0.43
CNc1ccc(Cl)cc1C(=O)NN	-0.29
Cc1cc(O)cc(C)c1/C=C1\NC(=O)NC1=O	0.4
O=C(CCSc1nc(-c2ccc3c(c2)OCO3)cc(C(F)(F)F)n1)N1CCOCC1	0.03
C[C@@H](O[C@H]1OCCN(Cc2n[nH]c(=O)[nH]2)[C@H]1c1ccc(F)cc1)c1cc(C(F)(F)F)cc(C(F)(F)F)c1	1.31
OCCNCc1cccc(OCc2ccc(F)cc2)c1	-1.06
Nc1ccccc1NC(=S)Nc1c(Cl)cccc1Cl	-0.77
Cc1cc(C)nc(SCC(=O)N2CCC(C(N)=O)CC2)n1	2.68
Nc1ccc(CCc2nc3cc(N)ccc3o2)cc1	3.87*

Later entries
Structure	Dicer inh
CCCCNC(=O)c1nn2c(c1Cl)NC(c1cccs1)CC2C(F)(F)F (configuration not stated)	2.22
CCOC(=O)C(NC(C)=O)(OC)C(F)(F)F (configuration not stated)	0.54
COc1ccc(C2C3=C(CC(c4ccco4)CC3=O)Nc3nc4ccccc4n32)cc1 (configuration not stated)	3.13*
Cn1ccc(-c2cccc(NC(=O)Nc3ccccc3)c2)n1	-0.02
Cc1ccc(S(=O)(=O)O/N=C(\N)c2ccc(C(F)(F)F)cc2)cc1	-1.59
CCOC(=O)C1=C(C)N=C2SC(C)C(=O)N2C1c1ccccc1 (configuration not stated)	0.12
O=C(NCC1CC1)c1ccccc1NS(=O)(=O)c1cc(Cl)c(Oc2ccc([N+](=O)[O-])cc2Cl)c(Cl)c1	3.33*
O=C1C2ON(c3ccccc3)C(c3ccco3)C2C(=O)N1c1ccc(F)cc1 (configuration not stated)	1.14
Cc1cc(=O)n2c(n1)NC(=NCc1ccccc1)NC2c1cccnc1 (configuration not stated)	-0.85
Nc1ccc2oc(-c3cccc4c(Br)cccc34)nc2c1	1.72
COc1ccc(/C=C/C(=O)N2CCN(c3ccccc3OC)CC2)cc1OC1CCCC1	-0.32
O=C(NC(=O)c1c(F)cccc1Cl)Nc1cc(F)c(Br)cc1F	-0.24

Only part of the results is shown, so the mix of outcomes need not match the whole.
